# Compound activity deposited in PubChem by National Center for Advancing Translational Sciences (NCATS).
# LDHA block = LDHA (human) enzyme inhibition; purified LDHA, NADH/diaphorase-resazurin fluorescence; hits give low values; activity change, % (values are at about 110 or 230 µM); 0.15% of 480,000 active; AID 1347041; in the data active = activity change below about -30%;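 also: plate controls were DMSO wells for no effect and wells without enzyme for full effect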
#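 Resorufin fluorescence (ex540/em590), read at 0 and 20 min after diaphorase/resazurin addition, reports the NADH left after a 5 min room-temperature reaction of 2 nM human LDH5 with 0.06 mM NADH and 0.2 mM pyruvate.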
# Starred values were filed as active, the others as inactive. These rows are one share of the data, so the mix of outcomes need not match the whole.
Structure,LDHA block
O=C(CN1CCN(S(=O)(=O)Cc2ccccc2)CC1)Nc1ccc(F)c(F)c1,-2.2
Cc1cc(=O)oc2cc(OCC(=O)Nc3ccc4c(c3)OCCO4)ccc12,2.9
CC(=O)c1ccc(NC(=O)Cc2ccc3c(c2)CCC3)cc1,5.3
Fc1ccc(NCc2c(F)cccc2Cl)cc1Cl,5.6
COc1ccc(OC)c2[nH]c(C(=O)NCCC(=O)Nc3ccc4c(c3)OCCO4)cc12,5.0
COc1ccccc1C1=NS(=O)(=O)N(C)C(C(=O)Nc2ccc(C(C)=O)cc2)=C1,4.8
CC(C)(C)NC(=O)C(CCc1ccccc1)n1c(=O)c(-c2cc3ccccc3[nH]2)nc2ccccc21 (configuration not stated),2.6
Cc1cc(C)cc(C(=O)NCCSc2c[nH]c3ccccc23)c1,5.0
CCOc1cc(/C=C(\C#N)C(=O)C(C)(C)C)ccc1OCc1ccccc1Cl,2.5
CCOC(=O)C1CCCN(C(=O)c2cc(-c3ccc(OC)cc3)n[nH]2)C1 (configuration not stated),2.3
CC(C)C(=O)Nc1ccc2c(C(C(=O)O)N3CCN(C=O)CC3)c[nH]c2c1 (configuration not stated),-10.0
COc1ccc(CNc2oc(-c3ccccc3)nc2C#N)cc1OC,6.8
Fc1ccccc1Nc1ncnc2c1oc1ccccc12,17.0
Cc1c(-c2cccc(F)c2)c(=O)oc2ccccc12,-4.9
Cc1c(S(=O)(=O)c2ccccc2)c(NC(=O)C(C)C)n(C(C)C)c1C,-21.7
Cc1nc(-c2ccc(CNC(=O)c3cnccn3)s2)cs1,-7.9
O=C(COc1ncnc2ccccc12)Nc1cc(Cl)ccc1Cl,4.2
O=c1[nH]c(=O)n(Cc2ccccc2)c2ncn(Cc3ccco3)c12,-2.5
N#Cc1ccc(/C=C2\CCOc3cc(Br)ccc3C2=O)cc1,-4.2
O=C(Nc1ccc(Cl)c(C(F)(F)F)c1)Nc1nnc(-c2ccncc2)s1,-11.3
COc1cccc(/C=C/c2ccc3cccc(O)c3n2)c1O,7.5
CC(=O)N1CCN(C(=O)CSc2nnc(Nc3ccc(C)cc3C)s2)CC1,-2.3
CC(C)N1CCCC(CNC(=O)CCc2ncc(-c3ccccc3)o2)C1 (configuration not stated),-5.6
O=C(NCCCN1CCCC1=O)c1cc2cc(F)ccc2[nH]1,0.8
O=c1c(-c2ccccc2)nnc2sc(-c3ccc(F)c(Cl)c3)nn12,0.5
Fc1cccc(Nc2nc(NC3CCCC3)nc3c2cnn3-c2ccccc2)c1,3.7
c1ccc(CNCC2CCNCC2)cc1,-3.4
Fc1cc(Br)ccc1N=Cc1ccc2ncccc2c1,0.7
CC(C)c1ccc(S(=O)(=O)N2CCC(C(=O)Nc3nc4c(s3)CCC4)CC2)cc1,23.9
CC(C)CC(=O)Nc1ccc(OCc2cc(=O)n3ccsc3n2)cc1,0.3
C=C(C)CSC1=C(C#N)C(c2sccc2C)CC(=O)N1 (configuration not stated),13.0
Cc1nn(-c2ncnc3nc[nH]c23)c2c1C(c1c(F)cccc1F)CC(=O)N2 (configuration not stated),-0.6
COc1ccc(C)cc1NS(=O)(=O)c1ccc(-c2coc(C)n2)cc1,6.1
NNc1cc(Cl)ccc1[N+](=O)[O-],11.0
O=C(Nc1ccccc1)c1c[nH]c2ccc(F)cc2c1=O,-8.6
Cc1nnc(SCc2c(C(=O)NC(C)c3ccccn3)oc3ccccc23)s1 (configuration not stated),-1.8
CCN(CC)C(=O)CC(C#N)(CC(=O)N(CC)CC)c1nc2ccccc2s1,0.9
COc1ccc(-c2csc3c2NC(=O)CC3c2ccc(OCC(N)=O)c(OC)c2)cc1 (configuration not stated),9.6
O=C(NNC(=S)NCc1cccs1)c1c[nH]c2ccccc12,5.3
O=C(Nc1cc(C(F)(F)F)ccc1Cl)C(O)Cc1ccccc1 (configuration not stated),-12.2
Nc1ccc(S(=O)(=O)N2CCN(S(=O)(=O)c3c(F)cccc3F)CC2)cc1,0.8
CC1=C/C(=N\NC(=S)Nc2ccccc2C)CC1,0.8
Oc1ccc(Br)cc1/C=N/c1nc(C23CC4CC(CC(C4)C2)C3)cs1,-0.1
CCOc1ccc(NC(=O)CSc2nc3cc(C)[nH]c3c(=O)n2C)cc1,-3.6
CCCCC1CCC(C(=O)Oc2ccc(OCC)cc2)CC1 (configuration not stated),2.9
CN(C)S(=O)(=O)c1ccc(-c2nc(C#N)c(N3CCCCCC3)o2)cc1,4.3
COc1cc(C(=O)NCc2nc3ccccc3n2CC(C)C)cc(OC)c1OC,-0.3
CCOc1ccc(-c2[nH]ncc2-c2ccc(OC)cc2)c(O)c1,-15.1
COCCn1c2c(c(=O)[nH]c1=O)C(c1ccccc1C)C1=C(N2)c2ccccc2C1=O (configuration not stated),18.1
Cc1ccccc1Nc1nc(-c2ccc(C)c([N+](=O)[O-])c2)cs1,11.1
Cc1cc(F)ccc1NCc1ccccc1C#N,-21.0
O=c1c2ccccc2cnn1CN1CCN(S(=O)(=O)c2ccc(Cl)c(Cl)c2)CC1,-1.7
O=C(CCn1ccc2ccccc21)N1CCN(S(=O)(=O)c2ccccc2)CC1,-4.3
CC(C)(Oc1ccc(Cl)cc1)C(=O)N1CCN(c2nccs2)CC1,6.1
O=S(=O)(c1ccc2c(c1)OCCO2)c1nc(-c2ccco2)oc1N1CCN(c2ccccc2)CC1,-0.8
CCCNC(=O)c1cc2c(c(-c3cccc(-c4cc5ccccc5o4)c3)n1)[C@@H](CCO)N(C(=O)NC(C)C)C2,-3.3
COc1ccc(C)cc1NC(=O)CNC(=O)CNc1ccccc1Cl,15.2
CC(NC(=O)c1[nH]c2ccc(F)cc2c1Cl)c1cccc(F)c1 (configuration not stated),-14.4
O=C(CNC(=O)NC(Cc1c[nH]c2ccccc12)C(=O)O)Nc1ccc2ccccc2c1 (configuration not stated),-0.1
Cc1ccc(C(=O)N(CCN(C)C)CC(=O)OC(C)(C)C)cc1F,10.4

# Next section
Structure,LDHA block
Cc1ccc(C(=O)/C=C/c2cccc3ccccc23)o1,-16.6
CC(C)Cn1c(SCC(=O)NC(C)c2ccccc2Cl)nc2ncccc2c1=O (configuration not stated),-3.1
CCn1c(SCC(=O)Nc2ccc(C(C)C)cc2)nc2c(=O)[nH]cnc21,-2.1
O=C1c2ccccc2C(c2nnnn2-c2ccc3c(c2)OCCO3)N1Cc1ccc2c(c1)OCO2 (configuration not stated),8.2
CNC(=O)c1ccc(NC(=O)CSCc2csc(-c3ccc(C)cc3)n2)cc1,-0.1
COc1cccc(-n2cnnc2SCC(=O)NC(C)c2cccc3ccccc23)c1 (configuration not stated),-1.1
COc1ccc(C(=O)N/N=C(/C)c2ccc3c(c2)Nc2ccccc2S3)cc1OC,3.7
O=C(/C=C/c1cccc(Cl)c1)c1cc2ccccc2oc1=O,-6.7
COc1ccc(C(=O)COC(=O)C2(c3ccccc3)CCCC2)cc1F,3.7
O=C(Cn1nc(Cc2ccncc2)c2ccccc2c1=O)Nc1cc(F)ccc1F,-2.2
COc1ccc(-c2coc3cc(OCC(=O)N4CCN(c5ccccn5)CC4)ccc3c2=O)cc1,-11.6
Cc1c(C(=O)Nc2nccs2)nnn1-c1cccc(C(F)(F)F)c1,-0.1
O=S1(=O)N=C(Oc2ccc(-c3ccccc3)cc2)c2ccccc21,-3.4
CCC(C)(C)NC(=O)CCNC(=O)c1ccccc1,10.4
CCc1c(C(=O)Nc2cccc(NC(=O)COC)c2)cnn1-c1ccc(OC)nn1,-4.2
CCN(CC)C(CN)c1ccco1 (configuration not stated),3.6
Cc1ccc(S(=O)(=O)Nc2nc3ccccc3nc2Nc2ccc3c(c2)OCO3)cc1C,3.2
CS(=O)(=O)Nc1ccc(Br)cc1,7.1
Cc1ccc(C(=O)OCCCN(C)C)cc1,8.6
Cc1cc2cc(NS(=O)(=O)c3cc(F)cc(F)c3)ccc2[nH]1,9.3

# Not a retest: entries from further up.
Structure,LDHA block
Cc1ccc(S(=O)(=O)Nc2nc3ccccc3nc2Nc2ccc3c(c2)OCO3)cc1C,3.2
CS(=O)(=O)Nc1ccc(Br)cc1,7.1
Cc1ccc(C(=O)OCCCN(C)C)cc1,8.6
Cc1cc2cc(NS(=O)(=O)c3cc(F)cc(F)c3)ccc2[nH]1,9.3

# Going on with the list:
Structure,LDHA block
CCn1c2c(c(=O)[nH]c1=O)C(c1ccc(C)cc1)C1=C(COC1=O)N2 (configuration not stated),0.0
N#Cc1ccccc1CNc1ccc(F)c(Cl)c1,6.8
CC(C)[C@@H]1Cc2[nH]c(=O)[nH]c(=O)c2[C@H](c2ccc(F)cc2)O1,1.1
Cc1cccc(C(=O)N2CCC(c3nc4cc(C(F)(F)F)ccc4s3)CC2)n1,-9.8
Cc1ccc(-c2csc(Nc3ccccc3)n2)c(C)c1,-0.6
CC(=O)N1CCC(C(=O)N2c3ccccc3N=C(c3ccc(C(F)(F)F)cc3)C2C(=O)NC(C)(C)C)CC1 (configuration not stated),4.2
Cc1cc(C(=O)Cn2nc(C(=O)O)c3ccccc3c2=O)c(C)[nH]1,1.6
c1cc(-c2nn[nH]n2)cs1,-2.4
CC(CC(=O)O)CC(=O)NCCN1CCCCC1 (configuration not stated),-7.2
Nc1nccnc1C(=O)NCCC12CC3CC(CC(C3)C1)C2,-5.9
O=c1c2ccccc2nc(SCc2nc3ccccc3o2)n1C1CC1,0.0
C=CCNc1nc(C(=O)OC(C)C(=O)NCC(=O)Nc2c(C)cccc2C)cs1 (configuration not stated),7.2
Cc1ccc(-n2cccc2C=O)cc1C,-1.0
CC1CCN(S(=O)(=O)N2CCCC(c3nncn3C)C2)CC1 (configuration not stated),-0.4
N#C/C(=C/c1cccc(Br)c1)Sc1ccc(Br)cc1,3.9
CCc1cc(=O)n(CC(=O)N2CCCCC2CC)c(-c2ccccc2)n1 (configuration not stated),-0.2
Cc1cc(/C=C(/C#N)c2ccc(C(F)(F)F)cn2)cc(C)c1OCc1ccccn1,11.3
CN(C)S(=O)(=O)c1ccc2oc(SCCOc3ccccc3F)nc2c1,-0.7
O=C(CCc1ncc(-c2ccccc2)o1)N1CCN(C(=O)C2CC2)CC1,-1.9
Cc1ccc(S(=O)(=O)N2CCC(C(=O)OC(C)C(=O)N3CCCCCC3)CC2)cc1C (configuration not stated),-20.9

# Part of the list above, reformatted:
canonical_smiles: CC1CCN(S(=O)(=O)N2CCCC(c3nncn3C)C2)CC1 (configuration not stated)
  LDHA block: -0.4

canonical_smiles: Nc1nccnc1C(=O)NCCC12CC3CC(CC(C3)C1)C2
  LDHA block: -5.9

canonical_smiles: Cc1ccc(-n2cccc2C=O)cc1C
  LDHA block: -1.0

canonical_smiles: N#Cc1ccccc1CNc1ccc(F)c(Cl)c1
  LDHA block: 6.8

# (more compounds)
Structure,LDHA block
Cc1cccc(CS(=O)(=O)Cc2ccc(C#N)cc2)c1,5.8
CC1CCCN(c2ccc(C(=O)O)cc2NS(=O)(=O)c2ccc(Br)s2)C1 (configuration not stated),1.6
O=C(COC(=O)c1ccccc1OCc1ccccc1Cl)c1ccc(C2CCCCC2)cc1,1.5
Cc1cc(Cl)cc(Cl)c1OCC(=O)Nc1cccc(NC(=O)c2ccco2)c1,6.5
C/C(=N/Nc1ccc(S(=O)(=O)Nc2ccc(C)cc2C)cc1[N+](=O)[O-])c1ccco1,-0.9
COc1ccc(NC(=O)Cn2cccc2-c2nc(-c3ccc4c(c3)OCO4)no2)c(OC)c1,8.2
O=C(C(=O)N1CCC(Cc2ccccc2)CC1)c1ccccc1Br,-1.6
CCn1c(SCc2coc(-c3cccs3)n2)nnc1C1CC1,12.4
Fc1ccc(C=Nc2cccc3c(N=Cc4ccc(F)cc4)cccc23)cc1,18.0
CSc1ccc(/C=N/NC(=O)C2CC2)cc1,11.5
O=C(CCc1ncc(-c2c(F)cccc2F)o1)Nc1cccc(F)c1,2.1
Cc1ccccc1Cn1c(CN(C)Cc2ccccc2)nc2c1c(=O)n(C)c(=O)n2C,15.0
O=C(Cc1cccc(C(F)(F)F)c1)NC1(c2ccccc2)CCC1,1.7
C=CCNC(=O)c1cc2cc(Cl)ccc2nc1C,-10.9
O=C(Cc1c(F)cccc1Cl)N1CC=C(c2c[nH]c3ncccc23)CC1,-1.1
CCOc1ccc(CNC(=O)c2ncoc2-c2cccs2)cc1,3.6
Cc1ccc(NC(=O)CC(C)C)cc1,3.4
COc1ccc2cc(C(=O)NCCC(=O)N(C)C)c(C)nc2c1,3.0
CCn1c(SCC(=O)NCc2ccccc2CN2CCOCC2)nnc1-c1cccc(C)c1,-11.3
Cc1cc(NC(=O)NCC(c2ccco2)N(C)C)no1 (configuration not stated),3.5
Cc1ccc(C(C)C)cc1OCC(=O)NCc1ccc(Cn2cccn2)cc1,0.4
Clc1ccc(-c2nc(NC3CCCC3)c3ccccc3n2)cc1,-5.9
COc1ccc(CCNC(=O)Cn2nc(-c3ccc(OC)cc3)ccc2=O)cc1,2.9
CCCCCCCCN1C(=O)[C@H](CC(=O)NCc2ccccc2)C[C@@]2(C(=O)OC)CCCCC=C12,4.1
c1ccc2cc(OCCSc3nc4ccccc4o3)ccc2c1,2.9
COC(=O)c1cc(NCc2ccc(C)cc2)ccc1N1CCOCC1,12.2
COC(=O)[C@]12CCCCC=C1N(Cc1cccc3ccccc13)C(=O)[C@H](CC(=O)N1CCN(C(=O)C3CC3)CC1)C2,0.5
